Menin-MLL TR inh: qHTS Assay for Inhibitors Targeting the Menin-MLL Interaction in MLL Related Leukemias: Competition With Texas Red Labeled MLL-derived Mutant Peptide | O00255 | Menin + Texas Red MLL mutant peptide, fluorescence polarization | Potency, µM (series often up to 61.6 µM), for inactives: at the top dose FP activity change, negative = inhibition, most hits filed as inhibitors | 270,000 tested, 0.23% active | AID 1768, 2009; active means well fitted inhibition curve with a large enough effect in the polarisation, with a control signal flat, not every such curve was filed as active; inconclusive means small, poorly fitted or top-dose-only effect, or effect the other way, or a change in a side signal; inactive means no such curve, though single readings can be large or run the other way; the % refers to the polarisation; further: potency means the concentration at half of the fitted maximal effect; % of control where 0% means no effect; many of its hits are not listed in these tables
Target sequence (O00255 whole entry, looked up): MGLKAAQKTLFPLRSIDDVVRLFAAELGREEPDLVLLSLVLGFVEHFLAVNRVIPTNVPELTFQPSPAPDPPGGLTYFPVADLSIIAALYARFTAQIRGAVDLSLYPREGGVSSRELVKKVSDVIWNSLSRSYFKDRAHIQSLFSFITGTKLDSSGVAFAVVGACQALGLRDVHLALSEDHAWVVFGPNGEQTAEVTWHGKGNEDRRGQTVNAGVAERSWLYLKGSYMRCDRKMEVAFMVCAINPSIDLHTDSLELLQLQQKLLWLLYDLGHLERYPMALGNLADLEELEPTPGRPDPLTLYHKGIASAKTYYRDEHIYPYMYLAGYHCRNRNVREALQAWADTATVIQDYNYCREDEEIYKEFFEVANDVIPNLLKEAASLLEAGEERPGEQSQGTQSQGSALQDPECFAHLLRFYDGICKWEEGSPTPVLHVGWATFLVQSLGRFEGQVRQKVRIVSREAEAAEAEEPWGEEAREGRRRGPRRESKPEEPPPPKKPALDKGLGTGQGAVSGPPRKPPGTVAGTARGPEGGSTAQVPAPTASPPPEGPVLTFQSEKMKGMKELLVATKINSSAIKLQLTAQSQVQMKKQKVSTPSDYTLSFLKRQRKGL
TSHR antagonist: Antagonists of the Thyroid Stimulating Hormone Receptor: HTS campaign | TSHR-expressing cells, TSH-stimulated cAMP HTRF, 2 h; hits give low values | 330,000 tested, 0.2% active | AID 504810, 2011 | activity change, negative = inhibition, % at 11.5 µM | Thyrotropin receptor (Homo sapiens), P16473;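 active means activity change below a set negative limit, meaning inhibition stronger than a set level, cut at about -70% in these data; inconclusive means activity change between two set negative limits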; further: on the % scale 0 is the no-effect control and ±100 the full control effect
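TSHR-expressing cells were treated with compounds, then stimulated with TSH at EC80 (4nM final) for 2 hours at 37 deg C. Cellular cAMP was measured by HTRF competition between lysate cAMP and cAMP-d2 for a cryptate-labelled anti-cAMP antibody.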
S-ASM inh: Inhibitors of Secretory Acid Sphingomyelinase (S-ASM): qHTS; Sphingomyelin phosphodiesterase (Homo sapiens), P17405; 340,000 tested, 0.006% active; placental ASM, HMU-PC fluorogenic substrate, 60 min; Potency, µM (top dose mostly 57.5 µM), without a hit: at the highest dose activity change, negative = inhibition, most hits filed as inhibitors; further: potency means the concentration at half of the fitted maximal effect
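Steps: dispense placental human ASM, pin compound, wait 10 min at room temperature, add HMU-PC0 substrate at 9 uM final, incubate 60 min at 37 °C, add stop solution raising pH to 10, read fluorescence.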
CXXC DNA block: qHTS Fluorescence Polarization Assay for Inhibitors of MLL CXXC domain - DNA interaction; Histone-lysine N-methyltransferase 2A (Homo sapiens), Q03164; MLL-CXXC / FITC-HOXA9 DNA fluorescence polarization; Potency, µM (doses to about 115 µM), for the others: at the highest dose activity change, negative = inhibition, most hits filed as inhibitors; 290,000 tested, 0.037% active; AID 2662, 2010; active means well fitted inhibition curve with a large enough effect in the polarisation, with a control signal flat, not every such curve was filed as active; inconclusive means small, poorly fitted or top-dose-only effect, or effect the other way, or a change in a side signal; inactive means no such curve, though single readings can be large or run the other way; the % refers to the polarisation; further: potency means the concentration at half of the fitted maximal effect
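Steps: dispense CXXC domain solution (7 uM) → pin compounds or unlabeled HOX-A9 DNA control → 5 min ambient → add FLSN-HOX-A9 solution (50 nM) → spin → 30 min ambient → fluorescence polarization. Tris pH 7.5/NaCl/DTT/BSA buffer.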
PTAP TSG101 blk: qHTS Assay for Iinhibitors of HIV-1 Budding by Blocking the Interaction of PTAP/TSG101. Tumor susceptibility gene 101 protein (Homo sapiens), Q99816. Potency, µM (doses to about 115 µM), for inactives: at the top dose activity change, negative = inhibition, actives largely listed as inhibitors. 340,000 tested, under 10 active. Fluorescence polarization, FITC-PTAP peptide / Tsg101 binding; active means well fitted inhibition curve with a large enough effect in the main read-out, with a control signal flat, not every such curve was filed as active; inconclusive means small, poorly fitted or top-dose-only effect, or effect the other way, or a change in a side signal; inactive means no such curve, though single readings can be large or run the other way; further: potency means the concentration at half of the fitted maximal effect; % of control where 0% means no effect
Target sequence (Q99816 whole entry, looked up): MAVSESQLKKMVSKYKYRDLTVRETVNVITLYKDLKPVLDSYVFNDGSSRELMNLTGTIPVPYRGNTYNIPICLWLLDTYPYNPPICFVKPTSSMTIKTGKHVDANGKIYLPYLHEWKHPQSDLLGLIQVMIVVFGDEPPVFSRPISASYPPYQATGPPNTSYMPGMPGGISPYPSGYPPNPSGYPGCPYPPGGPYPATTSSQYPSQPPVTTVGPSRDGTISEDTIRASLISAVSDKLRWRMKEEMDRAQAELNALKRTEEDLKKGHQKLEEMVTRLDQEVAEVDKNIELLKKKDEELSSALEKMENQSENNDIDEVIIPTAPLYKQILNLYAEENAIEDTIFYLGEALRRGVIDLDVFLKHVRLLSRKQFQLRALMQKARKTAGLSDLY
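Fluorescence anisotropy tracks displacement of a FITC-tagged PTAP peptide (50 nM) from the Tsg101 binding domain (10 uM), following a 20 min room-temperature incubation at pH 7.5.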
Mito fusion act: qHTS Assay for Small Molecule Inhibitors of Mitochondrial Division or Activators of Mitochondrial Fusion; Potency, µM (top dose mostly 46.1 µM), without a hit: at the top dose growth rescue (activation), hits mostly activators; 320,000 tested, 0.23% active; S. cerevisiae fusion-defective mutant growth rescue, CellTiterGlo 48 h;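 further: potency means the concentration at half of the fitted maximal effect; % of control where 0% means no effect; nearly all actives have a fitted effect of over 45% in size; temperature-sensitive fusion mutants such as fzo1-1 at 37 °C on non-fermentable ethanol glycerol medium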
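Read-out: ATP-based luminescence (CellTiterGlo, 10 min ambient) reporting growth of fusion-defective ts yeast after 48 hours at 37C on glycerol/ethanol YPEG medium in the presence of compound.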
AT treatment: qHTS Assay for Identifying a Potential Treatment of Ataxia-Telangiectasia; 320,000 tested, 0.19% active; […] A-T fibroblasts, KAP-1 phosphorylation AlphaLISA; neocarzinostatin DNA damage 30 min before lysis; Potency, µM (titrated, usually from 57.5 µM), for inactives: at the highest dose activation, actives largely listed as activators; further: potency means the concentration at half of the fitted maximal effect; % of control where 0% means no effect; nearly all actives have a fitted effect of over 45% in size
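ATM-like activity read as KAP-1 phosphorylation via AlphaLISA donor/acceptor antibody pairs after lysis and 6 hr at 25C. Cells were ATM-null patient fibroblasts ([…], hTERT), dosed 60 min, then exposed to the DSB inducer NCS for 30 min.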
MBNL1-CUG inh: qHTS Assay for Inhibitors of MBNL1-poly(CUG) RNA binding. TR-FRET MBNL1-His/biotin-(CUG)12 binding, 665/545 ratio. Potency, µM (doses to about 57.5 µM), without a hit: top-dose activity change, negative = inhibition, actives largely listed as inhibitors. 280,000 tested, 0.036% active. AID 2675, 2010. Muscleblind-like protein 1 (Homo sapiens), Q9NR56; active means well fitted inhibition curve with a large enough effect in the signal ratio, with a control signal flat, not every such curve was filed as active; inconclusive means small, poorly fitted or top-dose-only effect, or effect the other way, or a change in a side signal; inactive means no such curve, though single readings can be large or run the other way; the % refers to the signal ratio; further: potency means the concentration at half of the fitted maximal effect; on the % scale 0 is the no-effect control and ±100 the full control effect
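His-tagged MBNL1 binding to biotinylated (CUG)12 RNA was measured by TR-FRET using terbium anti-His antibody (0.055 ng/ul final) and streptavidin-XL665 (5 nM final). Compounds were titrated 92 nM to 58 uM; 60 min at room temperature.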
Integrin act MD: qHTS for Activators of Integrin-Mediated Alleviation for Muscular Dystrophy. alpha7betagal myoblasts, beta-gal FDG fluorescence, 48 h. Potency, µM (doses to about 38.3 µM), without a hit: at the highest dose activation, most hits filed as activators. 350,000 tested, 0.064% active;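 further: potency means the concentration at half of the fitted maximal effect; 100% = response of the positive control SU9516; nearly all actives have a fitted effect of over 60% in size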
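alpha7betagal+/- myoblasts (passage 13, 250/well) treated 48 h at 37C with compounds at 1:260 dilution of DMSO stock. Lysed, then beta-galactosidase activity read as FDG fluorescence (ex 480/em 540) after 30 min, with pre-read for autofluorescence.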
TCR act: Activators of T cell receptors: qHTS campaign | primary human leukocytes, anti-CD3, IL-2 HTRF, 48 h | Potency, µM (highest dose often 9.22 µM), for the others: top-dose activation of IL-2 secretion, actives largely listed as activators | 330,000 tested, under 10 active | AID 504894, 2011; further: % of control where 0% means no effect
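Readout: HTRF IL-2, Eu-cryptate/d2 antibody pair, 320nm excitation, 665nm emission. Stimulus: a-CD3 beads, no co-stimulation. Cells: primary human leukocytes. Exposure: 48 hr with compound.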
* marks the source's active call; other numbers are inactive results; ? = inconclusive; / = no result given; [ ] = another dose, or the depositor's remark. Unless noted, the call rests on the fitted dose curve; in most records, active means well fitted curve in the direction sought with a large enough effect; inconclusive means small, poorly fitted or top-dose-only effect, or another doubt; inactive means no such curve, though single readings can be large; an effect the other way counts as inactive or inconclusive. Not all compounds are listed, so the mix of outcomes need not match the whole.

SMILES	Menin-MLL TR inh	TSHR antagonist	S-ASM inh	CXXC DNA block	PTAP TSG101 blk	Mito fusion act	AT treatment	MBNL1-CUG inh	Integrin act MD	TCR act
COc1ccc(C(=O)NCC2(c3ccccc3)CCOCC2)cc1[N+](=O)[O-]	-9%	-3	3%	5%	2%	-4%	1%	/	4%	0%[46.1 µM]
CCOc1cc(/C=C2\NC(=S)N(C)C2=O)ccc1OCc1ccc(C(=O)O)cc1	68%[activator]	-20	-5%	10%	-2%	9%	-2%	?	8%	-5%
O=C(Nc1ccccc1C(=O)O)c1cc(S(=O)(=O)N2CCCCCC2)ccc1Cl	?	-19	9%	12%	-3%	7%	1%	1%	-35%	-12%
Cc1cc(C)nc(-n2nc(C)cc2NC(=O)c2ccc(S(=O)(=O)N3CCOCC3)cc2)n1	/	-7	-2%	4%	-5%	4%	14%	/	32%	8%
Cc1cc(C)c(S(=O)(=O)NCc2ccc3c(c2)OCO3)cc1C	-1%	-2	-2%	0%	-1%	-1%	-4%	-4%	-24%	-2%
NC(=S)Nc1cccc2cn[nH]c12	0%	-1	0%	8%	0%	?	3%	-3%	-5%	3%
O=C(Nc1nnc(C2CC2)s1)c1cncc(Br)c1	/	-3	4%	/	6%	/	0%	/	-22%	/
CN(C)CCOC1c2ccccc2CCc2ccc3ccccc3c21 (stereo not drawn)	/	/	2%	/	0%	/	/	/	-32%	8%
O=C(CNC(=O)Cc1ccccc1)NCC(=O)OCc1ccccc1	?	24	0%	-9%	-3%	-2%	0%	-14%	8%	-2%
Cc1ccc(CNC(=O)CN2C(=O)NC3(CCCC3)C2=O)cc1	/	13	6%	/	-3%	/	-2%	/	15%	0%
CC(C)N(C(=S)Nc1cccc(C(F)(F)F)c1)C(C)c1ccccn1 (stereo not drawn)	29%	7	5%	0%	1%	-10%	3%	3%	-15%	1%
COc1ccc(N2CCN(C(=O)CCNS(=O)(=O)c3cccs3)CC2)cc1	-2%	3	2%	1%	-4%	-2%	-1%	6%	-3%	1%
CC(C)C(OC(=O)c1ccco1)C(=O)NCc1ccccc1 (stereo not drawn)	38%[activator]	-3	4%	3%	-3%	-6%	1%	3%	-1%	7%
Cc1ccc(N=Nc2c(=O)[nH]n3c(=O)cc(C)[nH]c23)cc1	?	-13	-6%	?	-1%	-4%	-6%	?	7%	3%
CCN(CC)Cc1c(C(=O)N/N=C/c2c(Cl)cccc2Cl)nnn1-c1nonc1N	/	10	-24%	12%	-5%	-4%	5%	-11%	-29%	5%
CCOc1ccccc1C1C(C#N)=C(N)Oc2n[nH]c(CC)c21 (stereo not drawn)	14%	1	2%	7%	-8%	1%	-4%	-6%	-43%	1%
COc1ccc(S(=O)(=O)N(C)CC(=O)Nc2cccc(C(C)=O)c2)cc1	-3%	5	6%	-1%	-1%	6%	4%	-2%	23%	7%
O=C(COC(=O)COc1ccccc1[N+](=O)[O-])NC1CCCCC1	/	-10	0%	/	-4%	4%	-3%	/	?	8%
Cc1cc(C)n(Cc2cc(C(=O)O)c3ccccc3n2)n1	1%	-10	0%	1%	1%	7%	3%	-1%	?	/
Cc1csc(=O)n1CC(=O)OCC(=O)NCc1ccccc1	/	-9	1%	/	-2%	2%	13%	/	16%	-7%
CCOC(=O)Nc1c(C)n(C)n(-c2ccccc2)c1=O	-13%	-7	5%	2%	-8%	-3%	11%	5%	-9%	2%
Fc1ccccc1CNc1nc(-c2cccnc2)nc2ccccc12	10%	-2	-1%	0%	-3%	20%	11%	2%	-29%	3%
O=C(CSc1ccccc1)N1CCN(c2ccccn2)CC1	-13%	-8	7%	-10%	0%	2%	3%	-8%	18%	-4%
CC(C)CCn1c(Cl)nc2c1c(=O)n(C)c(=O)n2C	9%	3	-2%	1%	-4%	0%	8%	1%	-10%	2%
COc1ccc(NC(=O)Cn2nc(Cc3cccnc3)c3ccccc3c2=O)c(OC)c1	/	21	3%	-8%	-1%	-2%	14%	-2%	4%	-4%

Overlap with the part before: 6 entries; new compounds follow.
SMILES	Menin-MLL TR inh	TSHR antagonist	S-ASM inh	CXXC DNA block	PTAP TSG101 blk	Mito fusion act	AT treatment	MBNL1-CUG inh	Integrin act MD	TCR act
Cc1csc(=O)n1CC(=O)OCC(=O)NCc1ccccc1	/	-9	1%	/	-2%	2%	13%	/	16%	-7%
CCOC(=O)Nc1c(C)n(C)n(-c2ccccc2)c1=O	-13%	-7	5%	2%	-8%	-3%	11%	5%	-9%	2%
Fc1ccccc1CNc1nc(-c2cccnc2)nc2ccccc12	10%	-2	-1%	0%	-3%	20%	11%	2%	-29%	3%
O=C(CSc1ccccc1)N1CCN(c2ccccn2)CC1	-13%	-8	7%	-10%	0%	2%	3%	-8%	18%	-4%
CC(C)CCn1c(Cl)nc2c1c(=O)n(C)c(=O)n2C	9%	3	-2%	1%	-4%	0%	8%	1%	-10%	2%
COc1ccc(NC(=O)Cn2nc(Cc3cccnc3)c3ccccc3c2=O)c(OC)c1	/	21	3%	-8%	-1%	-2%	14%	-2%	4%	-4%
CC(C)COc1cccc(-c2cc(C(=O)N/N=C/c3ccncc3)c3ccccc3n2)c1	/	-6	-20%	-5%	?	0%	-3%	-3%	19%	-1%
COc1ccc(NC(=O)N2CCCC(c3nc(-c4ccc(C(C)C)cc4)no3)C2)cc1 (stereo not drawn)	5%	-2	15%	5%	-11%	3%	-6%	6%	-9%[7.66 µM]	-1%
CCOC(=O)c1nnn(-c2nonc2N)c1CN(C)C1CCCCC1	4%	-2	-2%	6%	-7%	0%	-2%	4%	8%	-4%
CCc1nnc(NC(=O)CCC(=O)NCc2ccccc2Cl)s1	24%	-20	-1%	5%	-4%	-7%	-6%	-2%	25%	-2%
COc1ccc(CCN2C(=O)N[C@@H](CCC(=O)O)C2=O)cc1	12%	1	-2%	16%	-1%	-2%	-5%	-6%	2%	2%
Cc1c(CCC(=O)N2CCC[C@H]2C(=O)O)c(=O)oc2c(C)c3oc4c(c3cc12)CCCC4	-11%	-8	326%[activator]	-9%	-2%	3%	-8%	12%	2%	-4%
CCOc1ccc(-c2noc(-c3ccncc3)n2)cc1OCC	8%	-2	-4%	-1%	-5%	5%	-1%	-5%	-4%	-6%
Cc1cc(C)n2c(SCC(=O)N(C)C3CCCCC3)nnc2n1	-4%	3	-3%	-9%	-4%	5%	6%	3%	11%	7%
Cc1cc(Nc2nc3ccccc3nc2Cl)n(-c2ccccc2C)n1	-8%	-2	15%	-2%	-5%	-3%	6%	2%	-52%[inhibitor]	/
Cc1cccc(NC(=O)CCc2ccccc2)c1	9%	-5	2%	2%	-1%	-3%	-1%	7%	-2%	/
CCOC(=O)c1ccc2c(c1)nc(-c1ccccn1)n2CC	?	14	-1%	-6%	-4%	0%	10%	-10%	-23%	-4%
CCCCC(=O)NC(c1ccccc1Cl)c1c(O)ccc2ccccc12 (stereo not drawn)	?	-4	5%	7%	-4%	7%	-3%	/	-31%	4%[46.1 µM]
CNc1ncnc(Sc2ccc(Cl)cc2)c1[N+](=O)[O-]	/	0	-4%	5%	1%	-3%	6%	20%	-18%	-1%
CCN(CCNC(=O)c1ccc(C#N)cc1)c1cccc(C)c1	-10%	3	5%	-5%	-4%	14%	0%	-11%	0%	-1%
CCOc1ccccc1NC(=S)NCc1cccn1C	11%	4	0%	-8%	-5%	3%	-2%	-9%	7%	1%

Bioassay records: PubChem BioAssay, National Center for Advancing Translational Sciences (NCATS)
